# Dicer processing: human Dicer pre-microRNA cleavage inhibition; Q9UPY3; cat-ELCCA pre-miR-21 Dicer processing, chemiluminescence; stronger effect = higher value; z-score at 25 µM; 47,000 tested, 6% active; AID 1347074; in the data active = z-score above about 3, passing the limit was not always enough;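 also: plate controls were vehicle for no effect and no enzyme for full effect; higher signal means more uncleaved substrate so more Dicer inhibition; strong numbers were not always called active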
# * = called active by the depositor. Not all compounds are listed; count on the stated rates, not on these rows.
SMILES,Dicer processing
O=S(=O)(c1ccc(Cl)cc1)c1nc(-c2cccs2)oc1N1CCCCC1,-1.5
C=CCN1CCc2c(cc(O)c(O)c2Cl)C(c2ccccc2)C1 (stereo not given),-4.4
N#CC1=C(N)Oc2c(ccc3ccccc23)C1c1ccc(Cl)cc1 (stereo not given),0.62
O=C(Nc1cc(-c2ccccc2)nn1-c1ccccc1)c1ccccc1Cl,-1
Cc1cc(C)c2oc(-c3cc(N)ccc3Cl)nc2c1,2.3
Cc1c(S(=O)(=O)c2ccc(Cl)cc2)cnc2cc(C(C)(C)C)nn12,0.69
Cc1[nH]c2ccccc2c1C1(O)C(=O)N(CCCc2ccccc2)c2ccccc21 (stereo not given),1.9
CC(=O)OC[C@H]1O[C@@H](c2nn[nH]n2)[C@H](OC(C)=O)[C@@H](OC(C)=O)[C@@H]1OC(C)=O,-1.3
CSc1n[nH]c(C23CC4CC(CC(C4)C2)C3)n1,1
N#Cc1sc(C(N)=O)c2c1CCCC2,-1
COc1nc(-c2ccccc2)ccc1-c1noc(-c2ccncc2)n1,0.96
CCOc1cc(C)c(Cl)cc1S(=O)(=O)n1ccnc1C,0.1
CCOC(=O)c1cnc(SCc2ccc(C)cc2)nc1C(F)(F)F,0.11
Cn1cnnc1S/C=C/C(=O)c1ccc(F)cc1,-1.1
CCN1C2=C(C(=O)CCC2)C(c2cc(Br)c(O)c(OC)c2)C2=C1CCCC2=O,1.8
N/C(Cn1ccc(C(F)(F)F)n1)=N\OC(=O)Nc1ccc(SC(F)(F)F)cc1,0.91
O=C(Oc1ccc2c(=O)c(-c3ccccc3)coc2c1)N1CCOCC1,-0.51
N#Cc1c(-c2ccco2)cc(-c2ccc(Br)cc2)nc1N,-0.83
c1cncc(-c2nc3ccccc3s2)c1,5.6*
CC1(C)CC(=O)C(C(C2=C(O)CC(C)(C)CC2=O)c2ccc([N+](=O)[O-])s2)C(=O)C1 (stereo not given),-0.64
CSc1ccccc1NC(=O)c1nn2c(c1Cl)NC(c1ccco1)CC2C(F)(F)F (stereo not given),4.4*
Cc1ccc(C(=O)CC2(O)C(=O)N(Cc3ccccc3)c3ccc(Br)cc32)s1 (stereo not given),3.6*
COc1ccc(Cc2nnc3c4cnn(-c5ccccc5)c4ncn23)cc1,-0.35
COC(=O)c1ccc(Cl)cc1NC(C)=O,0.13
CN(C)/C=C/C(=O)c1cc(OCC(F)(F)F)ccc1OCC(F)(F)F,-0.56

# Retrieved by compound from above:
SMILES,Dicer processing
COc1nc(-c2ccccc2)ccc1-c1noc(-c2ccncc2)n1,0.96
O=C(Nc1cc(-c2ccccc2)nn1-c1ccccc1)c1ccccc1Cl,-1

# (listing goes on)
SMILES,Dicer processing
O=C1c2c(O)cccc2Cc2cccc(O)c21,0.28
O=C1CC(NCCc2c[nH]c3ccccc23)C(=O)N1CCc1ccccc1 (stereo not given),0.41
COC(=O)c1ccc(-c2cccs2)nc1C,-0.08
c1csc(C2Nc3ccccc3N2)c1,0.24
CC(C)(C)S(=O)(=O)C/C(N)=N/OS(=O)(=O)c1ccccc1C(F)(F)F,0.02
Cc1cc2oc3c(c(=O)c2cc1C)C(c1cccc(O)c1)N(c1ccccn1)C3=O (stereo not given),0.62
O=C(Oc1ccccc1N1CCOCC1)c1cccnc1Sc1ccc(Cl)cc1,-0.31
Nc1cc(Cl)ccc1Nc1ccncc1,0.04
CCOC(=O)C1=C(C)NC2=C(C(=O)CC(C)(C)C2)C1c1cc(Br)c(O)c(OC)c1 (stereo not given),0.12
Cc1cc(SCc2ncon2)c(Cl)cc1Cl,-1
Cc1onc(-c2ccccc2)c1C(=O)N1CCN(C(=O)c2c(-c3ccccc3)noc2C)CC1,0.71
Cn1cnc(S(=O)(=O)N2CCCN(C(=O)OC(C)(C)C)CC2)c1,0.18
COC(=O)C1=C(C(=O)OC)C2(OC1c1ccc(Br)cc1)C(=O)c1ccccc1C2=O (stereo not given),-0.08
O=C(c1ccncc1)N(c1cc2sc(=O)oc2c2ccccc12)S(=O)(=O)c1ccc(F)cc1,-2.7
O=C(NCc1cccnc1)c1nn2c(C(F)(F)F)cc(-c3ccccc3)nc2c1Cl,-0.44
O=C(N[C@@H]1C[C@H]2CC[C@@H]1C2)c1ccc(C2SCC(=O)N2CCc2ccccc2)cc1 (stereo not given in full),1.4
O=C1OC2C(C(=O)O)Sc3c(sc(=O)n3-c3ccccc3)C2c2cc(Br)ccc21 (stereo not given),1.7
O=C(NNc1ccc(C(F)(F)F)cn1)c1ccc(Cl)c(Cl)c1,1.1
CCCc1cc(=O)[nH]c(SCc2ccccc2)n1,-0.76
S=C(Nc1ccc(Cl)cc1)N1CCN=C1Nc1ccc(Cl)cc1,-0.84
CCOC(=O)C(=CNNC(=O)c1ccc(OC)cc1)C(=O)OCC,-0.5
CC1N=C(SCc2c(F)cccc2Cl)N2C(C)N=C(SCc3c(F)cccc3Cl)N12 (stereo not given),-0.41
Cc1nc(-c2ccc(S(=O)(=O)NCCN(C)C)s2)cs1,-1.3
COc1ccc(C(=O)c2oc3ccc(Cl)cc3c2N)cc1,0.05
O=C(O)CCC(=O)N1CCN(c2nc(-c3ccccc3)c3cc(Br)ccc3n2)CC1,-6.9
# (listing goes on)
SMILES,Dicer processing
CCOCCOC(=O)C1=C(C)NC2=C(C(=O)CC(c3ccccc3)C2)C1c1ccc(F)cc1 (stereo not given),1.6
Cc1ccc(-c2noc(COc3ccc(Cl)cc3C)n2)cc1,5.7*
CCN1CCCC(OC(=O)C(c2ccccc2)c2ccccc2)C1 (stereo not given),5.9
COc1ccccc1C1NC(=O)c2c(sc3c2CCN(C)C3)N1 (stereo not given),-2.1
CC1CCN(C(=O)C(C(=O)c2ccc(Br)cc2)n2ccccc2=O)CC1 (stereo not given),-0.31
Cc1onc(-c2ccccc2)c1NC(=O)N(CCC#N)C(C)C,-0.23
Cc1c(C)c2c(c(C)c1O)CCC(C)(C(=O)O)O2 (stereo not given),-0.39
COCCN(CC(O)Cn1c2ccccc2c2ccccc21)S(=O)(=O)c1ccc(F)cc1 (stereo not given),-0.67
CCN(CC#CCC1(O)c2ccccc2-c2ccccc21)CCO,0.61
COc1cc(NC(=O)C(C)(C)C)ccc1Br,-0.09
COC(=O)c1ccc(Oc2ccc(Cl)cc2Cl)o1,1.6
COc1ccccc1OCC(=O)N(Cc1cccs1)C1CCS(=O)(=O)C1 (stereo not given),0.96
N#Cc1c(-c2ccc(Cl)cc2Cl)nn(-c2ccc([N+](=O)[O-])cc2)c1N,-1.1
CCCCCCCC1CC/C(=C/c2cccc([N+](=O)[O-])c2)C1=O (stereo not given),0.32
O=C(Nc1ccc(F)c(Cl)c1)c1cc2nc(-c3ccco3)cc(C(F)(F)F)n2n1,-0.06
O=C(O)c1nnn(-c2cc(C(F)(F)F)cc(C(F)(F)F)c2)c1-c1ccccc1,0.58
CC(C)CCOC(=O)C1(C(=O)OCCC(C)C)CC2(COC(c3ccccc3)OC2)C1,-0.56
CCN(CC)Cc1cc2ccccc2c2c1COC2,1.7
CSc1nc(N)nc(-c2cnccn2)n1,1.4
CC1S/C(=N\N=C\c2cccc([N+](=O)[O-])c2)N(C(C)(C)C)C1=O (stereo not given),0.32
COCCOC(=O)C1=C(C)N=C2SCCC(=O)N2C1c1ccc(OC)c(OC)c1 (stereo not given),-0.18
c1ccc(-c2csc(N/N=C3\CCCc4ccccc43)n2)cc1,-1.9
CC(CCC(=O)Nc1nncs1)C(=O)O (stereo not given),-0.14
COC(=O)Cc1[nH]nc2c1C(c1ccc(F)cc1F)C(C#N)=C(N)O2 (stereo not given),-0.46
Cc1ccc(N2C(=O)CSC2c2ccc(Br)cc2)cc1 (stereo not given),0.36

# The final 2 entries of the part above come first, to join the parts:
SMILES,Dicer processing
COC(=O)Cc1[nH]nc2c1C(c1ccc(F)cc1F)C(C#N)=C(N)O2 (stereo not given),-0.46
Cc1ccc(N2C(=O)CSC2c2ccc(Br)cc2)cc1 (stereo not given),0.36
O=[N+]([O-])c1cccnc1Sc1nnc(-c2ccccc2)o1,-1.2
Cc1cccc(Cn2nc(C(C)(C)C)cc2C(=O)Nc2ccc3c(c2)OCO3)c1,0.64
CC1(C)CC(=O)C2=C(C1)Nc1ccccc1NC2c1nc2ccccc2[nH]1 (stereo not given),-0.46
CC1=C(C(=O)Nc2cccc(C)n2)C(c2cccs2)C2=C(CC(C)(C)CC2=O)N1 (stereo not given),2
O=C1CC(c2cccs2)CC2=C1C(c1ccc(Cl)cc1)Nc1ccccc1N2 (stereo not given),65
Cc1nnc(N2C(=O)C(=O)/C(=C(/O)c3ccc(F)cc3)C2c2ccc(Cl)cc2)s1 (stereo not given),2
CCN1C(=O)c2cccc3c(NC(=O)c4ccccc4Cl)ccc1c23,-1.8
C[n+]1cc2c3c(ccc2c2ccc4cc5c(cc4c21)OCO5)OCO3,2
CCCn1c(=O)c(C)cn2nc(N)nc12,1.2
CN(C)c1ccc(-c2nc3n(n2)C(c2ccc(F)cc2)C2=C(CCCC2=O)N3)cc1 (stereo not given),6.7
Cc1csc2sc(-c3ccn[nH]3)c(C)c12,3.5*
O=S(=O)(NCc1cccnc1)c1ccc2c(c1)OCCO2,-0.88
COc1ccccc1NC1=C(C(=O)c2ccccc2)N(C)S(=O)(=O)c2ccccc21,-0.03
COc1cc2cc(=O)[nH]c(C)c2cc1OC,-3.8
O=C(Nc1nnc(SCc2ccccc2)s1)c1cc2ccccc2c(=O)o1,-1.8
CCSC1=C(C#N)C(=O)NC(C)S1 (stereo not given),-1.4
Cc1nc(SCC(=O)C(C)(C)C)[nH]c(=O)c1CCC(C)C,1.1
Cc1ccc(CSc2nnc([C@@H](N)C(C)C)o2)cc1,-0.26
Cc1cc(C)cc(Oc2coc3cc(OC(C)C(=O)OCC(C)C)ccc3c2=O)c1 (stereo not given),3.6*
CCOC(=O)C1=C(C)NC2=C(C(=O)c3ccccc32)C1c1ccc(O)cc1 (stereo not given),-2.7
Cc1cc(NC(=O)c2cccc([N+](=O)[O-])c2)n(-c2ccccc2)n1,0.54
Cn1c(=O)c(-c2c(Cl)cccc2Cl)cc2cnc(Nc3ccc(N4CCOCC4)cc3)nc21,-1.1
CCOC(=O)c1ccc(-n2sc3c(c2=S)-c2cc(OC)ccc2NC3(C)C)cc1,2.2
Cc1c(C#N)c(NC(=O)c2ccc(C(C)(C)C)cc2)n(Cc2cccc(Cl)c2)c1C,-0.12
Nc1ncnc2oc(-c3ccccc3)nc12,-0.92

# Filtered by structure, the entries above with a nitro group on carbon (six)
SMILES,Dicer processing
CC1(C)CC(=O)C(C(C2=C(O)CC(C)(C)CC2=O)c2ccc([N+](=O)[O-])s2)C(=O)C1 (stereo not given),-0.64
N#Cc1c(-c2ccc(Cl)cc2Cl)nn(-c2ccc([N+](=O)[O-])cc2)c1N,-1.1
CCCCCCCC1CC/C(=C/c2cccc([N+](=O)[O-])c2)C1=O (stereo not given),0.32
CC1S/C(=N\N=C\c2cccc([N+](=O)[O-])c2)N(C(C)(C)C)C1=O (stereo not given),0.32
O=[N+]([O-])c1cccnc1Sc1nnc(-c2ccccc2)o1,-1.2
Cc1cc(NC(=O)c2cccc([N+](=O)[O-])c2)n(-c2ccccc2)n1,0.54

# Further structures:
SMILES,Dicer processing
CSc1cccc(NC(=S)NN(C)C)c1,2.8
Cc1cc(C)nc(NCc2ccco2)n1,-0.31
COC(=O)c1cc(=O)n2c(nc3cc(C(F)(F)F)ccc32)s1,-0.9
CCNC(=O)N(c1ccccc1)c1ccccc1,0.55
C=CCSc1nnc(-c2ccc(C(F)(F)F)cn2)s1,-0.1
Cc1ccc(C(=O)c2ccccc2C(=O)O)cc1,-0.81
Cn1c2c(c(=O)n(C)c1=O)C(c1ccc(F)cc1)C1=C(N2)c2ccccc2C1=O (stereo not given),1.5
CCOC(=O)Cc1nn(Cc2nc(C(=O)OCC)cs2)c(=O)c2ccccc12,0.22
CCc1nnc(NC(=O)CSc2nnnn2-c2ccccc2)s1,1.8
CCOC(=O)c1cn[nH]c1C(F)(F)F,0.42
CC1CC2(C)Oc3ccccc3C3OCC1(COC(=O)Nc1ccccc1)C(C)C32 (stereo not given),0.16
CC(C)Cc1ccc(C(C)C(=O)O/N=C(\N)c2cccc(Cl)c2)cc1 (stereo not given),-0.74
Cn1nnnc1SCCNCc1ccccc1OCc1ccccc1F,0.68
COC(=O)Nc1nc2ccc(C(=O)c3ccccc3)cc2[nH]1,-0.45
O=S(=O)(Nc1ccc2ccccc2n1)c1ccc2c(c1)CCO2,1.6
COc1ccccc1C1Nc2ccccc2-c2nnc(SC)nc2O1 (stereo not given),-0.54
CS(=O)(=N/C=C(\C#N)S(=O)(=O)c1ccc(C(F)(F)F)cn1)c1ccc(Oc2ccc([N+](=O)[O-])cn2)cc1 (stereo not given),0.08
CCOC(=O)Cc1csc(NC(=O)CSc2nc3ccccc3c(=O)[nH]2)n1,-1.4
CCOC(=O)c1cc(CC)sc1NC(=O)Cn1c(=O)oc2ccccc21,0.62
CC(=O)/C(=C\N(C)C)Sc1ccc(Cl)cc1,-0.98
Clc1ccc(CNc2nc3ccccc3n2CCN2CCCCC2)cc1,3.2*
CC[C@@]1([C@@H]2O[C@@H]([C@H]3O[C@@](O)(CO)[C@H](C)C[C@@H]3C)C[C@@H]2C)CC[C@H]([C@]2(C)CC[C@]3(C[C@H](O)[C@@H](C)[C@@H]([C@@H](C)[C@@H](OC)[C@H](C)C(=O)O)O3)O2)O1 (stereo in doubt),0.35
CCCCSc1nc2ccccc2n1CC(=O)O,1.3
Cc1cc(S(=O)(=O)Cc2cccc(F)c2)c(Cl)cc1Cl,-0.67
COc1ccc(-c2noc(CSc3nc(N)cc(=O)[nH]3)n2)cc1,2.2
